Screens: PubChem, The Scripps Research Institute Molecular Screening Center
TTR transcr act = activators of transthyretin transcription; SH-SY5Y TTR promoter Gaussia luciferase, luminescence; 100% = recombinant luciferase protein wells; actives 1.3% (n = 92,000); activation, % at 16.7 µM;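 active = activation above the mean of all tested compounds plus 3 SD, cut at about 9.5% in these data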;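 also: cells exposed to compounds for one day before reading; 0% = median of all test compound wells on the plate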
The depositor's hits bear a star. The list is partial; rates above refer to the full screens.

SMILES	TTR transcr act
CCOC(=O)c1ccc(NC(=S)NCCCN2CCN(C3CCCCC3)CC2)cc1	-1.7
CC(=O)Nc1ccc(NC(=O)CSC2=NS(=O)(=O)c3cc(F)ccc3N2)cc1	2.5
O=C(Nc1ccc2c(c1)OCO2)c1ccc(S(=O)(=O)N2CCCC2)cc1	-0.6
O=C(Nc1ccc2oc(-c3ccncc3)nc2c1)c1ccccc1	-2.0
O=C(N/N=C/c1cc([N+](=O)[O-])ccc1O)c1cccc(N2CCCC2=O)c1	2.4
CC1(C)S[C@@H]2[C@H](NC(=O)Cc3ccccc3)C(=O)N2[C@H]1C(=O)O	-0.7
COc1cccc(-c2csc(NC(=O)C3CC3)n2)c1	11*
Cc1ccc(CN2CCCCC(NC(=O)c3cccc([N+](=O)[O-])c3)C2=O)cc1 (configuration not stated)	0.1
O=C(CSc1nc2ccccc2n1CCc1ccccc1)N1CCOCC1	1.1
CCOC(=O)Cc1csc(NS(=O)(=O)c2ccc(C(F)(F)F)cc2)n1	-0.8
COc1ccc(C(=O)c2c(O)cc(-c3ccc(OC)cc3)oc2=O)cc1	-0.8
O=C(COc1ccc2ccccc2c1)NN1C(=O)c2ccccc2C1=O	0.0
COc1cc2c(cc1OC)C(c1cccc([N+](=O)[O-])c1)=NCC2	-1.3
CCCCC(=O)Nc1ccc(NC(=S)NC(=O)CCCCl)cc1OC	3.0
Cn1c(N)c(C(=O)c2ccccc2)c(=O)n(C)c1=O	2.7
Cc1cccc(-n2nnnc2-c2cnccc2C(F)(F)F)c1C	-0.8
Cc1ccc(C)c(OCCC(=O)OCC(=O)N(C)c2c(N)n(Cc3ccccc3)c(=O)[nH]c2=O)c1	-0.3
COc1ccc(OC)c(CC(NC(C)=O)C(=O)NC2CCN(c3c(Cc4ccccc4)c(C)nc4ncnn34)CC2)c1 (configuration not stated)	1.3
CN(C)c1ccc(/C=C2\CCCCC2=O)cc1	-1.5
CCOC(=O)CN1C(=O)C(=O)c2cccc(C)c21	3.1
Cc1ccc(-c2nnc(SCC(=O)N3CCN(c4ccccc4)CC3)o2)cc1	3.4
Cn1c(=O)c2c(nc(CN3CCN(c4ccccc4)CC3)n2CCc2ccccc2)n(C)c1=O	-3.1
O=C(CCNC(=O)c1ccccc1Cl)Nc1cc(S(=O)(=O)N2CCOCC2)ccc1N1CCCC1	1.6
COc1ccc(OCC(=O)Nc2cccc(S(=O)(=O)N(C)c3ccccc3)c2)c([N+](=O)[O-])c1	3.9
CCCc1cc2c(=O)c(-c3ccc4c(c3)OCCO4)coc2cc1OS(C)(=O)=O	-1.1
Next results follow:
SMILES	TTR transcr act
CCOC(=O)c1cc(C#N)c(SCC(=O)OC)[nH]c1=O	0.4
O=C(NC1CC1)C1CCN(c2ncccn2)CC1	0.1
O=C(O)c1ccccc1NCc1ccsc1	-2.9
COCOCCn1cc(CN2CCS(=O)(=O)N(Cc3ccc(-c4ccc(C)cc4)cc3)C(C)C2=O)nn1 (configuration not stated)	-2.8
Cc1ccccc1NC(=O)CSc1n[nH]c(-c2ccco2)n1	0.3
Cc1ccc(NC(=O)CN2C(=O)S/C(=C\c3ccccn3)C2=O)cc1C	-0.3
CCCCC(=O)Nc1ccc(C(=O)Nc2ccc(S(=O)(=O)Nc3ccc(C)cc3)cc2)cc1	-0.3
CCOC(=O)C1(Cc2cccc(F)c2)CCN(C2CCOCC2)CC1	2.9
CCN1CCN(CCC(=O)Nc2ccccc2)CC1	-0.1
COc1ccc(CC(=O)NNC2=Nc3cccc4cccc2c34)cc1	3.2
c1ccc(-c2noc(C3CCCCC3)n2)nc1	-3.5
CCc1ccccc1N(C(=O)CNC(=O)c1ccco1)C(C(=O)NC1CCCC1)c1cccnc1 (configuration not stated)	2.4
O=C(O)c1cnn2c(C(F)F)cc(C(F)F)nc12	-1.6
CN(Cc1ccccc1)CC(O)COc1ccc(CNCCc2cccnc2)cc1 (configuration not stated)	0.6
COc1ccc(OC)c(S(=O)(=O)N2C(C)CCCC2C)c1 (configuration not stated)	-1.8
COCOCCn1cc(CN2CCS(=O)(=O)N(Cc3ccc(-c4ccncc4)cc3)C(C)C2=O)nn1 (configuration not stated)	1.3
COc1ccc(N2CCN(C(=O)COC(=O)CNC(=O)c3ccc(C)cc3)CC2)cc1	0.3
CCN(CC)Cc1ccc(NC(=O)c2sc3cc(Cl)ccc3c2Cl)cc1	2.7
COc1cc(/C=N/O)ccc1OCc1ccc([N+](=O)[O-])cc1	-1.2
NS(=O)(=O)c1cc2c(cc1Cl)NC(CC1CCCC1)NS2(=O)=O (configuration not stated)	-1.1
CCC(=O)N1CCCC1(C)C(=O)Nc1cccc(Oc2ccccc2)c1 (configuration not stated)	-1.2
C[C@H](CO)N1C[C@H](C)[C@@H](CN(C)C(=O)NC2CCCCC2)Oc2ccc(NC(=O)Cn3cnnn3)cc2C1=O	3.8
CC(NS(=O)(=O)c1cc2c3c(c1)CCC(=O)N3CCC2)c1ccccc1 (configuration not stated)	4.5
CNCc1ccccc1OCC(=O)Nc1ccccc1	-0.4
CC(C)=C(NC(=O)c1ccccc1)C(=O)N/N=C/c1ccc(O)cc1	0.1
Other entries.
SMILES	TTR transcr act
Cn1c(SCC(=O)NCc2ccc(F)cc2)ncc(C(=O)Nc2ccccc2)c1=O	-2.3
CCOC(=O)Cc1csc(NC(=S)NC(=O)C(C)(C)C)n1	-0.2
CCN(CC)c1c([N+](=O)[O-])c(=O)n(CC)c2ccccc12	1.8
COc1ccc(NS(=O)(=O)c2ccc(C(=O)NCC3(N4CCOCC4)CCCCC3)cc2)cc1	2.3
CCc1ccc(NC(=O)N(CCCN2CCOCC2)Cc2cccs2)cc1	0.7
Cc1cccc2sc(NC(=O)CCNS(=O)(=O)c3cccc4nonc34)nc12	-1.7
O=c1c(-c2ccccc2)c(O)cc(-c2ccncc2)n1-c1ccc(Cl)cc1	-3.6
COCCN(Cc1cc2c(C)cc(C)cc2nc1Cl)C(=O)c1ccccc1F	2.6
Cc1nnc(SCC(=O)c2ccc([N+](=O)[O-])cc2)s1	0.0
CCCCC1Cc2[nH][nH]c(=O)c2C(c2ccc(Cl)cc2)O1 (configuration not stated)	0.6
Cc1c(Br)ccc(NC(=O)c2ccccc2[N+](=O)[O-])c1C	-0.5
O=C(O)C(SC(C(=O)O)c1ccccc1)c1ccccc1 (configuration not stated)	0.0
CN1CCN(c2ccccc2NC(=O)c2ccc(-c3ccc(Cl)c(Cl)c3)o2)CC1	-0.2
COc1ncnc2c1ncn2CCCN1CCN(C(=O)C2CC2)CC1	0.1
O=C(Nc1cccc2ncccc12)c1cc(Br)ccc1Cl	0.3
O=C(c1ccc(Cl)cc1)C1CCN(c2ncnc3sccc23)CC1	-1.5
COc1ccccc1-n1c(CCn2nc(C)c(Br)c2C)n[nH]c1=S	6.7
CC(=O)Oc1ccc(-c2csc(Nc3ccc(Cl)cn3)n2)cc1	-3.5
N#Cc1nc(-c2ccccc2)oc1N1CCN(C(=O)c2ccco2)CC1	-1.1
Cc1cc(C)cc(N2C(=O)CN(Cc3sccc3C)C2=S)c1	3.4
CCCC1C2C(=O)N(c3cccc(C)c3)C(=O)C2ON1c1ccccc1 (configuration not stated)	1.5
CSc1nccn1CC(=O)Nc1ccc(F)cc1	-0.6
COc1ccc(C(=O)NCC(=O)OCC(=O)NCc2cccs2)cc1	0.3
O=C(Cn1nc(CNc2ccc(Br)cc2)[n+]2c1CCCCC2)c1ccc([N+](=O)[O-])cc1	1.8
C[C@@H]1CN([C@H](C)CO)C(=O)CCCn2cc(nn2)CO[C@H]1CN(C)S(=O)(=O)c1ccc(-n2cccn2)cc1	0.6

Given comma-delimited: entries from further up
smiles,TTR transcr act
CCOC(=O)c1ccc(NC(=S)NCCCN2CCN(C3CCCCC3)CC2)cc1,-1.7
CC(=O)Nc1ccc(NC(=O)CSC2=NS(=O)(=O)c3cc(F)ccc3N2)cc1,2.5
O=C(Nc1ccc2c(c1)OCO2)c1ccc(S(=O)(=O)N2CCCC2)cc1,-0.6
O=C(Nc1ccc2oc(-c3ccncc3)nc2c1)c1ccccc1,-2.0
O=C(N/N=C/c1cc([N+](=O)[O-])ccc1O)c1cccc(N2CCCC2=O)c1,2.4
CC1(C)S[C@@H]2[C@H](NC(=O)Cc3ccccc3)C(=O)N2[C@H]1C(=O)O,-0.7
COc1cccc(-c2csc(NC(=O)C3CC3)n2)c1,11*
Cc1ccc(CN2CCCCC(NC(=O)c3cccc([N+](=O)[O-])c3)C2=O)cc1 (configuration not stated),0.1
O=C(CSc1nc2ccccc2n1CCc1ccccc1)N1CCOCC1,1.1
CCOC(=O)Cc1csc(NS(=O)(=O)c2ccc(C(F)(F)F)cc2)n1,-0.8
COc1ccc(C(=O)c2c(O)cc(-c3ccc(OC)cc3)oc2=O)cc1,-0.8
O=C(COc1ccc2ccccc2c1)NN1C(=O)c2ccccc2C1=O,0.0
COc1cc2c(cc1OC)C(c1cccc([N+](=O)[O-])c1)=NCC2,-1.3
CCCCC(=O)Nc1ccc(NC(=S)NC(=O)CCCCl)cc1OC,3.0
Cn1c(N)c(C(=O)c2ccccc2)c(=O)n(C)c1=O,2.7
Cc1cccc(-n2nnnc2-c2cnccc2C(F)(F)F)c1C,-0.8
Cc1ccc(C)c(OCCC(=O)OCC(=O)N(C)c2c(N)n(Cc3ccccc3)c(=O)[nH]c2=O)c1,-0.3
COc1ccc(OC)c(CC(NC(C)=O)C(=O)NC2CCN(c3c(Cc4ccccc4)c(C)nc4ncnn34)CC2)c1 (configuration not stated),1.3
CN(C)c1ccc(/C=C2\CCCCC2=O)cc1,-1.5
CCOC(=O)CN1C(=O)C(=O)c2cccc(C)c21,3.1

Later entries.
SMILES	TTR transcr act
CCOC(=O)C1(CCOc2ccccc2)CCN(Cc2ccc(O)c(OCC)c2)CC1	-3.3
Cc1cc(C)c(C#N)c(Nc2ccccc2F)n1	-1.8
CC(=O)Nc1ccc(NC(=O)Cn2ccc([N+](=O)[O-])n2)cc1	1.1
COC(c1ccccc1)c1nnc(CCC(=O)N2CCN(Cc3cccs3)CC2)o1 (configuration not stated)	3.0
CCOC(=O)c1c(C)c(C(=O)NCCc2ccccc2)c(C)n1C	-1.2
Cc1ccc(NC(=O)Nc2ccc3c(c2)C(=O)OC3)cc1Cl	-0.4
CC(C)c1ccc(S(=O)(=O)N2CCN(C(=O)c3ccncc3)CC2)cc1	0.4
Nc1ccc(C(=O)OCC(=O)N2CCOCC2)cc1[N+](=O)[O-]	-0.8
COc1cccc(CC2(CO)CCCN(Cc3c(C)cc(C)cc3-n3cccn3)C2)c1 (configuration not stated)	1.0
Cc1cc(/C=N/NC(=O)c2cccc(F)c2)c(C)n1-c1ccccc1	0.6
O=C(NCc1n[nH]c(=S)n1-c1cccc(Cl)c1)c1cccs1	0.8
O=C(NC1CCCc2ccccc21)C1CCC(CNS(=O)(=O)c2cccc3nsnc23)CC1 (configuration not stated)	-0.9
COc1ccccc1CNC(=O)C(C)Oc1ccccc1 (configuration not stated)	0.0
Cc1nc2ccccc2c(=O)n1NC(=O)C1CC1	-1.7
COc1ccc(CCC(=O)NC2CCCCC2)cc1	-2.0
CCOc1ccc(NS(=O)(=O)c2ccc(C(=O)NCC(c3ccco3)N3CCCCC3)cc2)cc1 (configuration not stated)	-1.5
O=C(Nc1cc(C(F)(F)F)ccc1F)C1CCCC1	-2.1
COC(=O)N/N=C/c1ccc(OC(=O)c2ccco2)c(OC)c1	-1.4
COCCNC(=S)N1CCN(Cc2ccc3c(c2)OCO3)CC1	0.4
COCCNC(=O)COC(=O)/C=C/c1cnc2ccccc2n1	1.8
CCOCCn1c(CN2CCN(c3ccccc3)CC2)nc2c1c(=O)n(C)c(=O)n2C	1.8
CCCOC(=O)c1ccc(NC(=O)CC(C)(C)C)cc1	-0.2
COc1cccc(NC(=O)Nc2cc(C)ccc2F)c1	-2.6
O=C(NC(=S)NC1CCS(=O)(=O)C1)c1cccs1 (configuration not stated)	-0.5
COC(OC)c1ccc(C#N)c(SCc2ccccc2)n1	5.3
(more compounds)
SMILES	TTR transcr act
CCC/C=C1/CCCOC(C(=O)NCc2ccc(C)o2)(C(F)(F)F)C1 (configuration not stated)	4.2
CN(Cc1ccccc1)C1CCN(Cc2ccccc2[N+](=O)[O-])CC1	1.5
O=C(/C=C/c1ccccc1)Nc1cccc(C(=O)N2CCCC2)c1	-1.3
c1cn(CC2(Cn3ccnc3)COC2)cn1	1.4
Cc1ccc2nc(Nc3ccccc3)c(/C=N/O)c(=O)n2c1	-6.1
COc1cccc(OC)c1C(=O)NNC(=O)c1cccnc1	2.7
O=[N+]([O-])c1cc(-c2nc(-c3ccncc3)no2)cc([N+](=O)[O-])c1	1.9
Cc1ccc(NS(=O)(=O)c2cc(C(=O)NCc3ccccn3)ccc2Cl)cc1	-0.3
COc1ccc(CN2CCNC(=O)C2CC(=O)NCc2csc(C(C)C)n2)c(OC)c1 (configuration not stated)	0.3
CCOC(=O)C1[C@H]2C(=O)N(CCCOC)C[C@]23C=C[C@H]1O3 (some centres not stated)	4.2
COc1cccc(C(C)NC(=O)c2c(F)cccc2Cl)c1 (configuration not stated)	0.1
O=C1CCN(C(=O)CSc2ccc(Cl)cc2)N1	-1.7
COc1c(OC2OC(C(=O)O)C(O)C(O)C2O)cc(O)c2c(=O)cc(-c3ccccc3)oc12 (configuration not stated)	2.6
COc1ccc(-c2noc(CCC(=O)N3CCN(c4ccc(Br)cc4)CC3)n2)cc1	1.3
NC(=O)CS(=O)(=O)c1nc2ccccc2n1Cc1ccccn1	0.3
CN(C)c1ccnc(SCc2ccccc2Cl)c1C#N	-0.1
COc1cccc(CCNC(=O)C2CCC(=O)N(C3CC3)C2)c1OC (configuration not stated)	-0.8
Cn1nccc1C(=O)Nc1sc2c(c1C(N)=O)CCCC2	-0.7
COc1ccc(N=C2SCC(=O)N2CCc2ccc(OC)c(OC)c2)cc1	-2.5
CCCCS(=O)(=O)N1CCCC(C(=O)N2CCOCC2)C1 (configuration not stated)	1.2
CCN(CC(=O)NCc1cccs1)c1ccc(S(=O)(=O)N2CCN(C)CC2)cn1	-1.4
CC(=O)Oc1ccccc1C(=O)NC(C)CCc1ccccc1 (configuration not stated)	0.3
COc1ccc(NC(=O)c2ccccc2N(Cc2ccccc2)S(C)(=O)=O)cc1OC	-2.0
CC(C)Oc1ccc(N2CC(C(=O)Nc3ccccc3C(=O)NC3CC3)CC2=O)cc1 (configuration not stated)	2.0
NC(=O)CC(NC(=O)Cc1cccc2ccccc12)c1ccc(N2CCC(N3CCCC3)CC2)c([N+](=O)[O-])c1 (configuration not stated)	2.0
